Source: PubChem BioAssay
Furin inhibitor: blocks human furin protease activity; P09958; purified furin, fluorogenic substrate cleavage; inhibition, % at 30 µM; actives 0.061% (n = 220,000); in the data active = inhibition above about 25%; note: inactives centre near -15
Target sequence (P09958 108-714 limits assumed): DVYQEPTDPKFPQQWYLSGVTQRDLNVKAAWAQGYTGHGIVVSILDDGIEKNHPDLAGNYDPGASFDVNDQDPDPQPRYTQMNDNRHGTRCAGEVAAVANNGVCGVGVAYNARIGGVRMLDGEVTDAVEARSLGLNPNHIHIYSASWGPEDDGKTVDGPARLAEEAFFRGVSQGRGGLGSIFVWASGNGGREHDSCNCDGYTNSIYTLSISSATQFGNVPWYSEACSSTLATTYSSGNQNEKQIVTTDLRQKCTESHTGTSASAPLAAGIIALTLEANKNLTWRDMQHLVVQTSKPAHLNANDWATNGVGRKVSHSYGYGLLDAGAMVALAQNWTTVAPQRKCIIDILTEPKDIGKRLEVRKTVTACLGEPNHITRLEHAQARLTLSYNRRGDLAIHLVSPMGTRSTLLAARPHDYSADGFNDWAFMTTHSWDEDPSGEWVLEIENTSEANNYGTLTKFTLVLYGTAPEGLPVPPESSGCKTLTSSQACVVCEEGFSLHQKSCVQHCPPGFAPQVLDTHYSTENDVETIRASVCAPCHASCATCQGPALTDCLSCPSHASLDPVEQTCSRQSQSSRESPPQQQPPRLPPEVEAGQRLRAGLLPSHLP
EBV gp42 inh: EBV gp42 inhibition. Q1HVG2. Fluorescence polarization binding assay, mP read-out. inhibition, % (tested at 21.74 µM). actives 0.42% (n = 220,000); in the data active = inhibition above about 50%
Target sequence (Q1HVG2 whole entry, looked up): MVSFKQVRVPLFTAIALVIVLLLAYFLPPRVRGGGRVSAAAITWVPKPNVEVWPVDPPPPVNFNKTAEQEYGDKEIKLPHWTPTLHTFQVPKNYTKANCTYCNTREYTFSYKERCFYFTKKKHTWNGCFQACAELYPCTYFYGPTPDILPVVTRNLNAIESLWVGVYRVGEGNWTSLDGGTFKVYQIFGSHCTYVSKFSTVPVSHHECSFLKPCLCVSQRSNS
eIF4E 4G PPI: blocks eIF4E binding to eIF4G. TR-FRET eIF4E-eIF4GI(517-606) binding, 2 h. actives 0.37% (n = 220,000). inhibition, % at 21.7 µM. P63073+Q04637. AID 782;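 note: 0% = full FRET control wells and 100% = background wells lacking eIF4GI fragment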
Cl transport mod: modulators of human KCC2 chloride dependent transport; KCC2 cells, thallium flux FluoZin-2 fluorescence; B-score of Tl+ flux slope (higher = more flux/activation; lower = inhibition) at 10 µM; actives 2.2% (n = 190,000);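 active = thallium flux slope and its plate-corrected score both differing from the plate sample mean at a set confidence after two filtering rounds, in either direction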;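 note: slope of fluorescence scaled to starting intensity during 10 to 20 s after thallium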
Rad51 HR inh: blocks human Rad51 in homologous recombination; hRad51 DNA strand exchange, fluorescence dequenching; AID 1385; inhibition, % at 10 µM; actives 0.085% (n = 200,000);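 active = inhibition above 40% at the single screening dose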;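 note: 0% = DMSO control wells and 100% = blanks with heterologous ssDNA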
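material = hRad51 filaments on single-stranded DNA | reagent = Donor/quencher-labelled 47-bp dsDNA substrate | compound = 10 µM final, single point | schedule = strand-exchange reaction 15 min at room temperature | measured by = fluorescein emission 520 nm, excitation 485 nm | read-out basis = % inhibition versus plate control and blank means | benchmarks = plate controls and plate blanks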
hK5 inh: kallikrein 5 (human) inhibition; actives 0.59% (n = 210,000); recombinant hK5, fluorogenic AMC substrate cleavage; inhibition, % at 5 µM;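 active = inhibition of 40% or more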;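 note: 0% = enzyme controls without compound and 100% = no-enzyme blanks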
Target sequence (Q9Y337 67-293 limits assumed): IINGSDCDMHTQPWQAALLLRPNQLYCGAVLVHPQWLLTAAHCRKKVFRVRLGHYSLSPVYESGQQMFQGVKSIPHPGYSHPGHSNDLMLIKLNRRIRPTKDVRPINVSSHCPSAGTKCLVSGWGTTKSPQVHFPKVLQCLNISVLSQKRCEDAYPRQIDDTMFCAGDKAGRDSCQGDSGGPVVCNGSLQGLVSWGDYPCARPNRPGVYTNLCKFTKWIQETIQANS
thrombin 1536: blocks human thrombin protease activity; actives 0.26% (n = 220,000); AID 1046; inhibition, % at 5 µM; alpha-thrombin, Boc-VPR-AMC fluorogenic substrate cleavage; P00734;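 active = inhibition at or above 40%; inactive = inhibition below 40%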;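 note: 0% = enzyme with no compound and 100% = wells without enzyme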
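Material: human alpha-thrombin protein. Incubation: reaction at ambient temperature. Technique: fluorescence of released AMC, ex 355 nm, em 460 nm. Control set: no-compound enzyme wells and no-enzyme blanks. Also added: Boc-VPR-AMC substrate, 15 µM final. Buffer or medium: pH 7.5 Tris (50 mM) with NaCl 150 mM, Tween 20 0.05%.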
14-3-3 Bad PPI: disrupts binding of bovine 14-3-3 zeta to phospho-Bad peptide. inhibition, % at 21.7 µM. actives 0.71% (n = 220,000). TR-FRET 14-3-3zeta/Dy647-pBad peptide displacement, 1 h. P63103. AID 781;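 active = inhibition above about 70%, limit read from the data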;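 note: 0% = full 14-3-3 plus peptide FRET controls and 100% = background without 14-3-3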
NCF1 inh: blocks human p47phox regulatory protein of NADPH oxidases; inhibition, % at 24.7 µM; P14598; actives 0.53% (n = 220,000); p47phox/p22phox peptide binding, fluorescence polarization, 2 h;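 note: 0% = p47phox with labelled peptide and 100% = labelled peptide alone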
Active calls of the source: *; · = no result given; & = joins results of further samples; [ ] = remark or other dose.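 Rule for the calls, unless noted: active = inhibition above about 30% (limit read from the data); inactive = the rest.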

#1 COc1cc(/C=N/NC(=O)CCC(=O)Nc2ccc(C)cc2)ccc1O
#2 CC(=O)c1c(COC(=O)c2cccc(C)c2)nc2ccccc2[n+]1[O-]
#3 Fc1ccccc1CSc1ncnc2c1oc1ccccc12
#4 C=CCn1c(SCC(=O)N2CCc3ccccc3C2)nc2ccccc2c1=O
#5 COc1ccc(CC(=O)Nc2ccc(S(=O)(=O)Nc3nccc(C)n3)cc2)cc1
#6 COc1ccc(C(=O)N2CCc3cc(OC)c(OC)cc3C2)cc1OC

compound no.,1,2,3,4,5,6
Furin inhibitor,-3,-6,-18,-18[20 µM],-12[20 µM],-26
EBV gp42 inh,-7,2,1,-28,-10,-22
eIF4E 4G PPI,8,1,1,7[fluorescence artefact?],2,0
Cl transport mod,0.42,-0.49,-0.47,-3.2,0.15,·
Rad51 HR inh,-3,·,3,-4,-3,3
hK5 inh,-1,-2,-4,-16,3,-14
thrombin 1536,-1,-11,1,2,-6,3
14-3-3 Bad PPI,3,1,1,-13,-2,2
NCF1 inh,-3,-1,-9,5,-4,-3

#7 Cc1cc2c(N)cccc2nn1
#8 Cc1cc2cc(CNC(=S)Nc3ccc(OC(F)(F)F)cc3)ccc2n1C
#9 CC(C)(C)c1ccc(COc2ccsc2C(=O)O)cc1
#10 Cc1nnsc1C(=O)N1CCCC(C(=O)c2ccc(C(F)(F)F)cc2)C1 (stereo not drawn)
#11 COC(=O)c1sccc1NC(=O)Nc1cccc(C)c1
#12 Oc1ccccc1-c1cc(-c2cccc(F)c2)n[nH]1

compound no.,7,8,9,10,11,12
Furin inhibitor,-13,-17,-24,-23,-28,-24
EBV gp42 inh,-15,0,-7,-5,9,-15
eIF4E 4G PPI,-1[fluorescence artefact?],4[fluorescence artefact?],-2,4,-3,13[fluorescence artefact?]
Cl transport mod,0.12,0.94,-2.8*,·,-0.0088,-0.38
Rad51 HR inh,-5,·,-5,·,8,10
hK5 inh,17,-11,5,2,·,-16
thrombin 1536,12,1,-3,-4,-4,4
14-3-3 Bad PPI,-13,3,9,4,-13,-7
NCF1 inh,10,-13,0,-1,-6,-13

#13 COc1ccc(CNC(=O)COC(=O)c2cc(-c3ccco3)nc3ccccc23)cc1
#14 CCCN(CCC)C1Sc2ccc(C(=O)OC)cc2NC1=O (stereo not drawn)
#15 COc1ccc(-c2c(C)oc3cc(O)cc(O)c3c2=O)cc1OC
#16 CCN(Cc1ccccc1)c1ccc(/C=N/NS(=O)(=O)c2cccc([N+](=O)[O-])c2)cc1
#17 CCOc1ccc(NC(=O)N2CCN(c3nc4ccccc4s3)CC2)cc1
#18 Cc1cc(NC(=O)c2ccccc2)nc(C)n1

compound no.,13,14,15,16,17,18
Furin inhibitor,-21[20 µM],-26[20 µM],-6,-15,-15,-10
EBV gp42 inh,15,-21,6,6,-10,-10
eIF4E 4G PPI,1,·,0,-1,-6,4
Cl transport mod,·,0.018,-1.5,-0.066,0.3,-0.96
Rad51 HR inh,·,·,5,·,·,0
hK5 inh,7,2,7,-14,2,-11
thrombin 1536,-4,4,1,-6,-3,-12
14-3-3 Bad PPI,0,·,3,10[fluorescence artefact?],-20[fluorescence artefact?],-1
NCF1 inh,-4,-6,-15,-7,2,-12

#19 COc1ccc2[nH]cc(C(=O)CN3CCCCC3C)c2c1 (stereo not drawn)
#20 Cc1ccc(OCCCC(=O)Nc2nncs2)cc1
#21 CCN(C(=O)C(C)Cl)c1ccccc1 (stereo not drawn)
#22 Cc1cc(C(=O)Cn2nc(C(=O)O)c3ccccc3c2=O)c(C)n1CCc1ccc(F)cc1
#23 CCn1c(=O)c(C(=O)CN2CCN(S(=O)(=O)c3ccccc3)CC2)c(N)n(Cc2ccccc2)c1=O
#24 CCCCOc1cccc(-c2nnc(N)s2)c1

compound no.,19,20,21,22,23,24
Furin inhibitor,-21,-10,-23,-25,-21,-10[20 µM]
EBV gp42 inh,-35,-14,5,-24,-2,-13
eIF4E 4G PPI,15,-3[fluorescence artefact?],0,3,2,1
Cl transport mod,0.26,·,·,-1.3,-0.68,0.85
Rad51 HR inh,3,0,8,-4,-1,4
hK5 inh,-17,4,-6,3,1,1
thrombin 1536,2,-1,-5,2,1,-7
14-3-3 Bad PPI,-7,5[fluorescence artefact?],-7,-6,-23,-5
NCF1 inh,-17,-7,3,-133,-2,-13

#25 CC(C)n1c(CCC(=O)O)ccc1-c1ccccc1
#26 O=S(=O)(NCCc1ccc(F)cc1)c1cccc2cccnc12
#27 COc1cccc(N2C(=O)C3NN=C(C(=O)CN4C(=O)c5ccccc5C4=O)C3C2=O)c1 (stereo not drawn)
#28 Cc1ccc(NC(=O)CSc2nc(N)c3c4c(sc3n2)CSC(C)(C)C4)cc1
#29 CCC(Sc1nc(C)cc(C)n1)C(=O)Nc1ccc(Cl)cn1 (stereo not drawn)
#30 Cc1ccccc1OCc1nc(-c2ccc(-n3cccc3)cc2)no1

compound no.,25,26,27,28,29,30
Furin inhibitor,-15,-24,-15,-2,-21[20 µM],-6
EBV gp42 inh,-17,-7,5,-13,-24,5
eIF4E 4G PPI,-4,69*,-12,10,3,1[fluorescence artefact?]
Cl transport mod,1.1,-0.68,0.45,-0.027,-0.034,2
Rad51 HR inh,-5,6,22,6,-14,-6
hK5 inh,-15,1,1,-17,15,1
thrombin 1536,-8,-5,-3,-8,1,-1
14-3-3 Bad PPI,2,-19,1,-23[fluorescence artefact?],-7[fluorescence artefact?],-1[fluorescence artefact?]
NCF1 inh,-7,-14,8,-32,-11,-9

#31 CCOCCCNCc1cccc(OC)c1
#32 N/C(=N\OC(=O)Cc1cccs1)c1ccc(Cl)cc1
#33 CC(C)C(C(=O)Nc1ccccc1)N1C(=O)c2ccccc2C1=O (stereo not drawn)
#34 COc1cccc(C(=O)CSc2nc3cccnc3n2C)c1
#35 Cn1c(CNc2nc3ccccc3n2C)nc2ccccc21
#36 O=C(Cn1cnc2c(cnn2-c2ccc(F)cc2)c1=O)NCC1CCCO1 (stereo not drawn)

compound no.,31,32,33,34,35,36
Furin inhibitor,-22,-31,-7,-2[20 µM],-8,-24
EBV gp42 inh,-22,-15,-5,-17,-2,0
eIF4E 4G PPI,2[fluorescence artefact?],1,-1,3,0,10
Cl transport mod,·,-0.87,1.2,0.63,1.1,·
Rad51 HR inh,-30,4,3,-4,-2,3
hK5 inh,-14,3,-3,-2,-33,-14
thrombin 1536,1,0,-7,-2,9,-6
14-3-3 Bad PPI,65,5,5,18[fluorescence artefact?],-1,-6
NCF1 inh,5,-5,-5,-8,2,-6

#37 O=C(Cc1ccccc1)Nc1cccc(-c2nnc(-c3ccco3)o2)c1
#38 COc1cc(CNCc2ccncc2)cc(Br)c1OCc1ccccc1F
#39 Cc1ccc(Nc2nc(N)nc(CN3CCCCCC3)n2)cc1
#40 Cc1nc(NCCN)c(C#N)c2c1COC(C)(C)C2
#41 COc1cc2c(c(OC)c1)C(c1ccncc1)CC(=O)N2 (stereo not drawn)
#42 N#C/C(=C/c1ccc(-c2ccccc2)o1)c1nc(-c2cccs2)cs1

compound no.,37,38,39,40,41,42
Furin inhibitor,-18,-18[20 µM],-29[20 µM],-20,-26,-24
EBV gp42 inh,-29,-14,-7,-23,-6,99*
eIF4E 4G PPI,·,13,6,3,1,1
Cl transport mod,-1.9,·,0.0018,-0.28,0.13,-1
Rad51 HR inh,-11,-4,2,·,-3,·
hK5 inh,1,9,-23,2,21,-5
thrombin 1536,2,3,-4,5,-1,1
14-3-3 Bad PPI,·,83*,17,-13,2[fluorescence artefact?],-5
NCF1 inh,-8,-9,-13,-6,-6,-13

#43 CC(=O)c1c(N2CCCC2)nc(=S)n(-c2ccccc2)c1C
#44 CCOC(=O)c1ccc[n+](CC(=O)Nc2cc(C(F)(F)F)ccc2Cl)c1
#45 CC(C)(C)OC(=O)NCCc1nnc(S(=O)(=O)Cc2ccc(Cl)cc2Cl)o1
#46 Cc1c(C=O)c2ccccc2n1CC(=O)NCc1ccc2c(c1)OCO2
#47 N#Cc1c(-c2ccccc2)nc(-c2ccncc2)[nH]c1=O
#48 CC1CC1C(=O)Nc1ccc(-c2ccccc2)cc1 (stereo not drawn)

compound no.,43,44,45,46,47,48
Furin inhibitor,-25[20 µM],-25,-14,-21,-12,-19
EBV gp42 inh,-13,-26,-15,-28,-1,-14
eIF4E 4G PPI,1,1,-3,-2,11,-6
Cl transport mod,0.091,1.1,·,0.68,-0.026,-1.4
Rad51 HR inh,-1,2,·,0,-1,2
hK5 inh,-2,-2,-3,0,14,-23
thrombin 1536,-5,-7,5,7,-3,-2
14-3-3 Bad PPI,4,4,3,-7,14,-13
NCF1 inh,-11,-5,-14,-6,1,-10

Single records (already shown).
CCOC(=O)c1ccc[n+](CC(=O)Nc2cc(C(F)(F)F)ccc2Cl)c1 as listed: Furin inhibitor: -25; EBV gp42 inh: -26; eIF4E 4G PPI: 1; Cl transport mod: 1.1; Rad51 HR inh: 2; hK5 inh: -2; thrombin 1536: -7; 14-3-3 Bad PPI: 4; NCF1 inh: -5
CC(C)(C)OC(=O)NCCc1nnc(S(=O)(=O)Cc2ccc(Cl)cc2Cl)o1 as listed: Furin inhibitor: -14; EBV gp42 inh: -15; eIF4E 4G PPI: -3; Cl transport mod: ·; Rad51 HR inh: ·; hK5 inh: -3; thrombin 1536: 5; 14-3-3 Bad PPI: 3; NCF1 inh: -14
CC(=O)c1c(N2CCCC2)nc(=S)n(-c2ccccc2)c1C as listed: Furin inhibitor: -25[20 µM]; EBV gp42 inh: -13; eIF4E 4G PPI: 1; Cl transport mod: 0.091; Rad51 HR inh: -1; hK5 inh: -2; thrombin 1536: -5; 14-3-3 Bad PPI: 4; NCF1 inh: -11

(next part)
#49 COc1cccc(C(=O)Nc2c(F)c(F)c(F)c(F)c2F)c1
#50 Cc1cc(C)n(C(=O)COc2ccc([N+](=O)[O-])cc2)n1
#51 CCOc1ccccc1NC(=O)CN(c1ccc(OC)cc1OC)S(=O)(=O)c1ccccc1[N+](=O)[O-]
#52 O=C(O)CSc1cccc2cccnc12
#53 CCOc1cc(C(=O)Nc2c3c(nn2C(C)(C)C)CS(=O)C3)cc(OCC)c1OCC (stereo not drawn)
#54 Cc1ccc(-n2c3nc(=O)[nH]c(=O)c-3cc3cc([N+](=O)[O-])ccc32)cc1

compound no.,49,50,51,52,53,54
Furin inhibitor,-17[20 µM],-6,-10,-1,12[20 µM],2
EBV gp42 inh,-18,10,-7,-24&-12,-19,-2
eIF4E 4G PPI,6,7,-5,1&-5,-1,7[fluorescence artefact?]
Cl transport mod,·,0.58,0.82,0.17&1.3,0.76,-2.1
Rad51 HR inh,-6,-6,3,1&11,7,·
hK5 inh,3,-9,3,-13&-45,-2,-18
thrombin 1536,-6,-10,·,0&-6,-2,6
14-3-3 Bad PPI,3,-3,3,5&-15,5,-3
NCF1 inh,-22,-7,-9,-3&-5,0,-8

#55 O=C(CSCc1ccc([N+](=O)[O-])cc1)NC1CC2CCC1C2 (stereo not drawn)
#56 CN(C)/C=N/c1ncc(C(=O)c2ccc(-c3ccccc3)cc2)s1
#57 COc1cc(C2NC(=O)NC(C)=C2C(=O)OCc2ccccc2)ccc1O (stereo not drawn)
#58 CCOC(=O)/C(=C/c1ccccc1)NC(=O)c1ccco1

compound no.,55,56,57,58
Furin inhibitor,-12,-1,·,-18
EBV gp42 inh,-23,-8,-13,10
eIF4E 4G PPI,-2[fluorescence artefact?],1,0,0
Cl transport mod,-1.3,-0.98,·,1.3
Rad51 HR inh,0,23,·,4
hK5 inh,-3,-9,-4,-4
thrombin 1536,-3,6,0,-6
14-3-3 Bad PPI,-1[fluorescence artefact?],-12,-3[fluorescence artefact?],2
NCF1 inh,-4,-9,4,6

This is a random part of the collection; 4.7% or so of the library scored in one or more.
